Screening results: PubChem BioAssay, National Center for Advancing Translational Sciences (NCATS)
A549 tox – A549 cytotoxicity, counter-screen for Nrf2 inhibitors. 390,000 tested, 0.16% active. Potency, µM (highest dose often 46 µM), inactives show top-dose activity change, negative = cytotoxicity, hits mostly inhibitors. AID 504648. A549 ARE-Fluc cells, CellTiter-Fluor viability, 18-24 h; note: potency is the fitted concentration of half-maximal effect; % is set by controls: 0 for no effect and ±100 for the full control effect
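A549 ARE_Fluc cells in 5% FBS OPTI-MEM were exposed to compounds in concentration-response for 18-24 h at 37 deg C. Viability was read by CellTiter-Fluor fluorescence (Ex 405/Em 525) after 30 min, before the luciferase read.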
Nrf2 inh – Nrf2 pathway inhibition; A549 ARE-Fluc reporter, luciferase luminescence, 18-24 h; 360,000 tested, 2.1% active; Potency, µM (doses to about 46 µM), without a hit: top-dose activity change, negative = inhibition, most hits filed as inhibitors; note: potency is the fitted concentration of half-maximal effect; % is set by controls: 0 for no effect and ±100 for the full control effect; nearly all actives have a fitted effect of over 60% in size
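Two sequential reads on A549 ARE_Fluc cells exposed to compound for 18-24 h: a CellTiter-Fluor fluorescence read for viability, then a luciferase luminescence read for Nrf2/ARE activity.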
S2 tox – cell viability loss in ATXN counter-screen; S2 cells (HEK-293 line with an ATXN2-luciferase reporter) viability, CellTiter-Fluor protease fluorescence, 24 h; Potency, µM (doses to about 56.7 µM), hits mostly cytotoxic; 400,000 tested, 0.49% active; note: potency is the fitted concentration of half-maximal effect; nearly all actives have a fitted effect of over 40% in size
HepG2 tox – HepG2 cytotoxicity, counter-screen for TGF-b inhibitors; Potency, µM (titrated, usually from 46.1 µM), inactives show at the top dose activity change, negative = cytotoxicity, hits mostly cytotoxic; 410,000 tested, 0.76% active; HepG2 CAGA-GFP viability, ATP luminescence, 18 h; note: potency is the fitted concentration of half-maximal effect; some results filed as inactive show a strong effect at the top dose
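CellTiter-Glo luminescence gave cytotoxicity after 18 hours at 37 degrees C. The cells were HepG2 CAGA-GFP in 1% FBS DMEM, stimulated with 500 pg/mL TGF-beta after compound addition. %Activity was normalised to no-cell wells (complete cell-killing) and DMSO (no toxicity), and curves were fitted and classified.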
TGFb inhibitor – inhibitors of TGF-b signaling. HepG2 CAGA-GFP TGF-b/SMAD3 reporter, GFP fluorescence, 18 h; TGF-beta stimulated, 500 pg/mL final. Potency, µM (titrated, usually from 46.1 µM), inactives show at the highest dose activity, negative = inhibition, hits mostly inhibitors. 410,000 tested, 1.2% active; note: potency is the fitted concentration of half-maximal effect; % is set by controls: 0 for no effect and ±100 for the full control effect; nearly all actives have a fitted effect of over 65% in size
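Cell-based qHTS in HEPG2 carrying a CAGA-GFP Smad reporter; compounds added before 500 pg/mL final TGF-beta, 18 h incubation at 37 degrees C, GFP fluorescence quantified per cell by imaging cytometry.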
IL-2 act – activators of IL-2; 360,000 tested, 0.065% active; AID 652025; activation, % (series mostly up to about 46 µM); IL-2 activation reporter assay, cell-based qHTS; stimulated with anti-CD3/CD4/CD28 beads; in transgenic mouse T cells; in the data active = activation above about 50%; inconclusive = mostly about 30% to 49%; note: 0% is about no effect
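Unstimulated transgenic mouse T cells, 750 per well, received compound and, after 60 minutes, anti-CD3/anti-CD4 bead plus anti-CD28 stimulation. EGFP and DsRed were quantified after 18 hours.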
ATXN2 expr inh – reduces ATXN2 reporter expression in HEK-293 cells | HEK-293 ATXN2-luciferase reporter, luminescence, 24 h | Potency, µM (highest dose often 57 µM), inactives show at the highest dose activity change, negative = inhibition, usual class: inhibitors | 360,000 tested, 0.72% active; note: potency is the fitted concentration of half-maximal effect; % is set by controls: 0 for no effect and ±100 for the full control effect; nearly all actives have a fitted effect of over 55% in size
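qHTS (up to 57 uM final) was run with 24 h compound exposure of reporter cells at 37 °C. Each well was multiplexed: SteadyGlo luminescence measured ATXN2-luciferase expression after a fluorogenic Gly-Phe-AFC viability readout (25 uM final).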
Nrf2 ARE act – Nrf2 pathway activation | AREc32 ARE-luciferase reporter (MCF7-derived line), luminescence, 24 h | Potency, µM (series often up to 46.1 µM), for the others: at the highest dose activation, most hits filed as activators | 410,000 tested, 0.31% active | AID 624171; note: potency is the fitted concentration of half-maximal effect; % of control where 0% means no effect; nearly all actives have a fitted effect of over 65% in size
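Steps: seed AREc32_Fluc cells (1000/well, 5% FBS OPTI-MEM); incubate overnight at 37 deg C; add 23 nL compound; incubate 24 hr; add Steady-Glo; hold 30 min RT; read luminescence.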
EPAC2 agonist – EPAC2 (human) agonism | Q8WZA2 | EPAC2 activation, biochemical qHTS; response scale: 100% = 6.5 mM cAMP response | Potency, µM (series often up to 154 µM), inactives show at the highest dose activation, actives largely listed as activators | 360,000 tested, 0.079% active; note: potency is the fitted concentration of half-maximal effect; nearly all actives have a fitted effect of over 50% in size
Target sequence (Q8WZA2 whole entry, looked up): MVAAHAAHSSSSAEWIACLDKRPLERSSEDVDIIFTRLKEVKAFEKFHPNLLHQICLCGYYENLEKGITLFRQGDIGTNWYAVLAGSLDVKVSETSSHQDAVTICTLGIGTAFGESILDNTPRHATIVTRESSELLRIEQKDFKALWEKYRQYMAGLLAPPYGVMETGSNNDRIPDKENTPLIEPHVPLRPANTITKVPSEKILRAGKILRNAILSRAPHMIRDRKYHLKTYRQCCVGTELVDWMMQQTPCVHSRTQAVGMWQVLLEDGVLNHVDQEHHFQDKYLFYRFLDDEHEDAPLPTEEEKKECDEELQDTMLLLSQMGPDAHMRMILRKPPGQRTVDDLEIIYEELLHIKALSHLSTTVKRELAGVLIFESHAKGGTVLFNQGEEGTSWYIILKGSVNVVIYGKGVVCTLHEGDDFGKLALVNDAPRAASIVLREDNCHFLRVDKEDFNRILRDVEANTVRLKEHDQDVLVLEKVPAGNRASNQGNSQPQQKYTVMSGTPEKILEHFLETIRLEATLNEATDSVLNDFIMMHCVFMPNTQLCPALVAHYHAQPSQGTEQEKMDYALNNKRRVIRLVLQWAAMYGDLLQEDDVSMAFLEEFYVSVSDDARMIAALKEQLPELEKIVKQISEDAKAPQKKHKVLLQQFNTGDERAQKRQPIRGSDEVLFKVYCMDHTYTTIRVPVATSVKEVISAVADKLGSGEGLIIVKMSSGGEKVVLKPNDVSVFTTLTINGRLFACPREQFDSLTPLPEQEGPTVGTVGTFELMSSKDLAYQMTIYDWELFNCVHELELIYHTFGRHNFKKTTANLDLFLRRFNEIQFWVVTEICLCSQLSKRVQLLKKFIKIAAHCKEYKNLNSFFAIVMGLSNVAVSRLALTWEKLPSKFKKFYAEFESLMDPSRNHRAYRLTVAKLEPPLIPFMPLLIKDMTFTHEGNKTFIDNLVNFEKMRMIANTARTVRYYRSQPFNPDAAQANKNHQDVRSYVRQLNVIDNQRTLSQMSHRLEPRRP
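Each well held 100 nM EPAC2, 250 nM RAP1B-BODIPY-GDP and 50 uM GDP. Fluorescence, read at 5-min intervals to 30 min, was referenced to a 6.5 mM cAMP positive control.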
The depositor's hits bear a star; i = inactive; ? = inconclusive; . = no result given; [ ] = dose if it differs, or a comment. Unless noted, calls come from the whole dose curve; as a rule, active = well fitted curve in the direction sought with a large enough effect; inconclusive = small, poorly fitted or top-dose-only effect, or another doubt; inactive = no such curve, though single readings can be large; an effect the other way counts as inactive or inconclusive. An unsorted share of the library; any-hit rate near 4.3%.

Screens in order – A549 tox	Nrf2 inh	S2 tox	HepG2 tox	TGFb inhibitor	IL-2 act	ATXN2 expr inh	Nrf2 ARE act	EPAC2 agonist
NC(=O)Cn1nc([N+](=O)[O-])nc1Oc1ccccc1F
    -1%	5%	i	-14%	-10%	-0.7	12%	0.6%	2%
CCN(CCn1cccn1)C(=O)c1cccc(OC2CCN(S(C)(=O)=O)CC2)c1
    -9%	11%	i	-2%	-2%	-2.1	9%	-0.3%	2%
CCN(CC)C(=O)Cn1c(=O)n(-c2ccccc2)c(=O)c2sccc21
    -10%	?	i	-8%	-20%	0.2	.	0.2%	6%
Cc1ccc(C)c(/C=N/Nc2nc3ccccc3c(=O)n2O)c1
    -1%	5%	i	-2%	20%	-3.7	-3%	2.4%	5%
CNC(=S)NNC(=O)COc1ccc(C)c(C)c1
    -1%	-4%	i	-15%	16%	-5.0	33%	-0.3%	10%
Cc1ccccc1-n1c(SCc2cccc(F)c2)nc2[nH]ncc2c1=O
    -5%	?	i	-29%	-24%	4.4	-6%	0.1%	26%
CCc1ccc(OCC(=O)Nc2ccc3c(c2)c2ccccc2n3CC)c(Br)c1
    9%	?	i	12%	1%	.	-1%	-1.1%	.
O=C(NCCC1=CCCCC1)c1c(O)nc2ccccn2c1=O
    ?	-14%	i	-3%	21%	-0.8	.	4.3%	-4%
Cc1ccc(S(=O)(=O)C(CNS(=O)(=O)c2ccc(F)c(C(F)(F)F)c2)c2ccco2)cc1 (stereo not drawn)
    -1%	.	.	-55%	?	.	.	?	.
COc1ccc(S(=O)(=O)N2CCOCC2)cc1NC(=O)COc1ccc(C)cc1
    1%	?	i	-4%	2%	-2.0	-12%	-0.4%	11%
Nc1c(Cl)cc2c(c1Br)Cc1ccccc1-2
    1%	?	i	-5%	30%	0.0	28%	?	9%
Cc1c(C(=O)N2CCCC2)oc2c1-c1nn(CC(=O)NCc3cccc(F)c3)cc1CC2
    -1%	?	.	-26%	?	.	.	-0.2%	.
C=CCC1(CC=C)CCCN1C(=O)C1CCC(=O)N(CCc2ccc(OC)cc2)C1 (stereo not drawn)
    -2%	?	i	-10%	?	-1.0	.	4.7%	2%
Cc1cc(C)cc(NC(=S)NCc2cccn2C)c1
    2%	-6%	i	-1%	-5%	2.8	7%	-0.2%	4%
CS(=O)(=O)c1cccc(C(=O)Oc2ccccc2)c1
    6%	-8%	i	-1%	3%	-2.9	-5%	2.0%	5%
CN(C(=O)c1cccc(NC(=O)Cc2ccc(NC(=O)C3CCN(C(=O)C4CC4)CC3)cc2)c1)C1CCC1
    -7%	10%	i	-2%	0%	-0.4	5%	-0.7%	-1%
CCOc1ccccc1NC(=O)Cn1nnc(C(=O)Nc2ccc(C)c(C)c2)c1N
    2%	6%	?	-26%	?	.	4%	-0.1%	.
COC(=O)[C@H](CCSC)NC(=O)Cn1ccc(N)nc1=O
    3%	1%	i	20%	40%[activator]	0.4	-5%	0.5%	2%
CC(=O)NS(=O)(=O)c1ccc(NC(=O)c2ccc3c(c2)C(=O)N(CCC(C)C)C3=O)cc1
    0%	7%	i	-2%	9%	0.3	8%	-0.6%	2%
CCN1CCN(C(=O)NC2CCCCC2)CC1
    6%	-1%	i	34%	7%	-0.2	-27%	-0.6%	6%
O=C(CCc1nc2ccccc2s1)NC1CCOC1=O (stereo not drawn)
    -1%	0%	i	9%	-3%	0.6	4%	0.1%	-1%
Cc1ccc(C(=O)NNC(=O)c2ccc(S(=O)(=O)N(C)c3ccccc3)cc2)cc1
    -4%	-14%	?	-1%	?	-2.4	-7%	-0.8%	2%
O=C(CS(=O)(=O)c1nc(-c2ccc(Cl)cc2)cn1-c1ccccc1)Nc1cccc(Cl)c1
    ?	?	?	-33%	10µM*	.	-29%	6.0%	.
CCc1ccc(S(=O)(=O)c2cn(Cc3ccc(OC)cc3)c3cc(OC)c(OC)cc3c2=O)cc1
    1%	-2%	?	2%	-5%	.	6%	-1.1%	.
CC1CN(CC(=O)N2CCc3[nH]c4ccccc4c3C2)CC(C)O1 (stereo not drawn)
    -3%	.	i	-1%	8%	0.9	-17%	0.2%	3%
Cc1cc(NC(=O)CSc2nc3ccsc3c(=O)n2CCCC(=O)NCCc2ccccc2)no1
    5%	-18%	i	5%	11%	1.5	.	3.3%	0%
O=C(Oc1ccc(-c2nnco2)cc1)N(c1ccccc1)c1ccccc1
    -12%	?	i	-54%	-10%	-2.0	2%	-0.8%	19%
COc1ccc(C)cc1NC(=O)CCn1nc(C)cc1C
    0%	?	i	9%	0%	.	10%	2.6%	.
CN(C(=O)c1cc2c(=O)n3ccccc3nc2s1)C1CCCCC1
    17%	?	i	-18%	3%	-1.9	9%	2.5%	2%
CNCc1c(OCc2ccccc2)ccc2ccccc12
    -9%	-1%	i	-44%	-27%	-2.7	-29%	-0.3%[9.22 µM]	1%

Ordered by the number under TGFb inhibitor (low to high): 3 from the list above
SMILES | TGFb inhibitor
O=C(Oc1ccc(-c2nnco2)cc1)N(c1ccccc1)c1ccccc1 | -10%
O=C(CCc1nc2ccccc2s1)NC1CCOC1=O (stereo not drawn) | -3%
Cc1cc(NC(=O)CSc2nc3ccsc3c(=O)n2CCCC(=O)NCCc2ccccc2)no1 | 11%

The listing continues:
Screens in order – A549 tox	Nrf2 inh	S2 tox	HepG2 tox	TGFb inhibitor	IL-2 act	ATXN2 expr inh	Nrf2 ARE act	EPAC2 agonist
Cc1ccc(-c2cc(NC(=O)CCl)n(-c3ccccc3)n2)cc1
    -8%	0%	?	-104%	?	-1.3	?	-0.2%	1%
CC(=O)N1c2ccccc2Oc2cc3ccccc3cc21
    -6%	15%	i	11%	3%	-0.9	41%[activator]	?	19%
COCCCN(C(=S)Nc1cc(Cl)cc(Cl)c1)C(C)c1ccccn1 (stereo not drawn)
    8%	?	i	16µM*	?	-0.3	.	0.3%	1%
Cc1nc(-c2ccccc2)cc(=O)[nH]1
    -4%	-7%	?	-1%	?	-2.0	8%	-0.6%	-6%
Cc1cccc(NCCNc2cccc(C)c2)c1
    -13%	18%	i	-32%	3%	-1.2	18%	0.0%	13%
CCOC(=O)N1CCN(C(=O)C2CCN(C(=O)c3ccccc3C)CC2)CC1
    -1%	?	.	-96%	?	-1.3	?	21%	7%
CC(OC(=O)c1c(F)cccc1F)C(=O)NCCC1=CCCCC1 (stereo not drawn)
    6%	0%	i	-10%	1%	-0.8	2%	-0.3%	-2%
N#CCCN(C(=O)COC(=O)CCC(=O)c1ccc(F)cc1)c1ccccc1
    12%	-14%	i	-4%	-11%	-0.6	.	3.2%	1%
Cc1ccc(-c2nnn(CC(=O)N(CC(=O)NC3CCCC3)c3cnc4ccccc4c3)n2)o1
    -1%[1.84 µM]	-29%	i	1%	16%	0.2	5%	0.4%	-6%
CCN1CCN(c2nc(Nc3cccc(C)c3)nc(N)c2[N+](=O)[O-])CC1
    -15%	4%	?	-21%	-18%	-4.6	-12%	3.7%	9%
COc1ccc(NC(=O)c2cn3c(nc4ccccc43)c(C#N)c2C)cc1
    0%	-22%	i	-4%	18%	1.5	0%	-0.8%	2%
C/C(=C(\C#N)C(=O)NCCCN1CCOCC1)N(C)C
    2%	20%	i	2%	16%	-0.2	-4%	-0.9%	-84%[15.6 µM]
O=C(Cc1c(F)cccc1Cl)NNC(=O)Nc1ccc2c(c1)OCO2
    0%	7%	i	0%	14%	0.2	13%	0.4%	1%
CCOC(=O)Cn1cnc2scc(-c3ccccc3)c2c1=O
    0%	6%	i	-3%	-3%	0.6	1%	0.1%	-3%
CCn1ncc(S(=O)(=O)N2CCN(c3cccc(OC)c3)CC2)c1C
    0%	0%	i	-16%	?	-2.7	-6%	-0.5%	-6%
COc1ccc(NC(=O)c2cc3c(=O)n(Cc4cccnc4)ccc3nc2C)cc1OC
    4%	.	i	7%	-15%	.	15%	0.1%	.
O=C(Cn1c(-c2cccs2)cc2cc(Cl)ccc21)N1CCN(c2ccccc2F)CC1
    -11%	30%	i	-8%	-19%	.	16%	0.9%	.
COCCSc1nnc(NC(=O)C(C)(C)C)s1
    0%	?	i	1%	1%	1.0	7%	-0.5%	-1%
CCOc1ccc(N=C2SC(C(=O)Nc3ccccc3C#N)C(N)=C2C(=O)Nc2ccc(Cl)cc2)cc1 (stereo not drawn)
    1%	17%	i	-41%	?	0.6	9%	0.4%	9%
COc1ccc(CCN=CC2=C(O)CC(C)(C)CC2=O)cc1
    -3%	-1%	?	1%	-7%	-1.9	?	0.4%	2%
CC(C)OC(=O)c1ccc2ccc(-c3ccccc3)nc2c1
    .	.	i	-25%	-12%	-0.7	111%[activator]	27%	10%
COc1ccc(/C=N/N2C(=O)CSC2=S)cc1
    0%	3%	i	-5%	3%	-3.1	3%	0.7%	4%
CCN(C(=O)C1CCCN(c2ncnc3c2nc2n3CCCCC2)C1)c1cccc(C)c1 (stereo not drawn)
    -3%	-33%	?	-24%	?	.	?	0.5%	.
CSc1ncccc1C(=O)OCC(=O)c1ccccc1Br
    1%	?	i	-8%	-8%	-4.0	-8%	4.4%	7%
Cc1ccc(CCNC(=O)c2cc3c(=O)n(C)c4ccccc4c3n2C)cc1
    1%	-3%	i	-1%	?	.	-6%	0.6%	.
COc1ccc(CCNC(=O)COC(=O)/C=C/c2ccc(OCC#N)c(OC)c2)cc1OC
    -1%	7%	?	4%	1%	-1.6	-4%	2.0%	13%
CN1CCN(c2cc(CNC[C@H]3O[C@@H](n4cnc5c(=O)[nH]c(N)nc54)[C@H](O)[C@@H]3O)ccc2F)CC1
    .	.	i	-13%	-15%	2.9	10%	-0.5%	5%
